TcdB GH inh: TcdB glycohydrolase inhibitors, primary screen, biochemical, single point, plate reader | TcdB glycohydrolase enzymatic assay | inhibition, % at 9.99 µM | Toxin B (Clostridioides difficile), P18177 | AID 652162, 2013 | 350,000 tested, 0.24% active; in the data active = inhibition above about 10%
Target sequence (P18177 whole entry, looked up): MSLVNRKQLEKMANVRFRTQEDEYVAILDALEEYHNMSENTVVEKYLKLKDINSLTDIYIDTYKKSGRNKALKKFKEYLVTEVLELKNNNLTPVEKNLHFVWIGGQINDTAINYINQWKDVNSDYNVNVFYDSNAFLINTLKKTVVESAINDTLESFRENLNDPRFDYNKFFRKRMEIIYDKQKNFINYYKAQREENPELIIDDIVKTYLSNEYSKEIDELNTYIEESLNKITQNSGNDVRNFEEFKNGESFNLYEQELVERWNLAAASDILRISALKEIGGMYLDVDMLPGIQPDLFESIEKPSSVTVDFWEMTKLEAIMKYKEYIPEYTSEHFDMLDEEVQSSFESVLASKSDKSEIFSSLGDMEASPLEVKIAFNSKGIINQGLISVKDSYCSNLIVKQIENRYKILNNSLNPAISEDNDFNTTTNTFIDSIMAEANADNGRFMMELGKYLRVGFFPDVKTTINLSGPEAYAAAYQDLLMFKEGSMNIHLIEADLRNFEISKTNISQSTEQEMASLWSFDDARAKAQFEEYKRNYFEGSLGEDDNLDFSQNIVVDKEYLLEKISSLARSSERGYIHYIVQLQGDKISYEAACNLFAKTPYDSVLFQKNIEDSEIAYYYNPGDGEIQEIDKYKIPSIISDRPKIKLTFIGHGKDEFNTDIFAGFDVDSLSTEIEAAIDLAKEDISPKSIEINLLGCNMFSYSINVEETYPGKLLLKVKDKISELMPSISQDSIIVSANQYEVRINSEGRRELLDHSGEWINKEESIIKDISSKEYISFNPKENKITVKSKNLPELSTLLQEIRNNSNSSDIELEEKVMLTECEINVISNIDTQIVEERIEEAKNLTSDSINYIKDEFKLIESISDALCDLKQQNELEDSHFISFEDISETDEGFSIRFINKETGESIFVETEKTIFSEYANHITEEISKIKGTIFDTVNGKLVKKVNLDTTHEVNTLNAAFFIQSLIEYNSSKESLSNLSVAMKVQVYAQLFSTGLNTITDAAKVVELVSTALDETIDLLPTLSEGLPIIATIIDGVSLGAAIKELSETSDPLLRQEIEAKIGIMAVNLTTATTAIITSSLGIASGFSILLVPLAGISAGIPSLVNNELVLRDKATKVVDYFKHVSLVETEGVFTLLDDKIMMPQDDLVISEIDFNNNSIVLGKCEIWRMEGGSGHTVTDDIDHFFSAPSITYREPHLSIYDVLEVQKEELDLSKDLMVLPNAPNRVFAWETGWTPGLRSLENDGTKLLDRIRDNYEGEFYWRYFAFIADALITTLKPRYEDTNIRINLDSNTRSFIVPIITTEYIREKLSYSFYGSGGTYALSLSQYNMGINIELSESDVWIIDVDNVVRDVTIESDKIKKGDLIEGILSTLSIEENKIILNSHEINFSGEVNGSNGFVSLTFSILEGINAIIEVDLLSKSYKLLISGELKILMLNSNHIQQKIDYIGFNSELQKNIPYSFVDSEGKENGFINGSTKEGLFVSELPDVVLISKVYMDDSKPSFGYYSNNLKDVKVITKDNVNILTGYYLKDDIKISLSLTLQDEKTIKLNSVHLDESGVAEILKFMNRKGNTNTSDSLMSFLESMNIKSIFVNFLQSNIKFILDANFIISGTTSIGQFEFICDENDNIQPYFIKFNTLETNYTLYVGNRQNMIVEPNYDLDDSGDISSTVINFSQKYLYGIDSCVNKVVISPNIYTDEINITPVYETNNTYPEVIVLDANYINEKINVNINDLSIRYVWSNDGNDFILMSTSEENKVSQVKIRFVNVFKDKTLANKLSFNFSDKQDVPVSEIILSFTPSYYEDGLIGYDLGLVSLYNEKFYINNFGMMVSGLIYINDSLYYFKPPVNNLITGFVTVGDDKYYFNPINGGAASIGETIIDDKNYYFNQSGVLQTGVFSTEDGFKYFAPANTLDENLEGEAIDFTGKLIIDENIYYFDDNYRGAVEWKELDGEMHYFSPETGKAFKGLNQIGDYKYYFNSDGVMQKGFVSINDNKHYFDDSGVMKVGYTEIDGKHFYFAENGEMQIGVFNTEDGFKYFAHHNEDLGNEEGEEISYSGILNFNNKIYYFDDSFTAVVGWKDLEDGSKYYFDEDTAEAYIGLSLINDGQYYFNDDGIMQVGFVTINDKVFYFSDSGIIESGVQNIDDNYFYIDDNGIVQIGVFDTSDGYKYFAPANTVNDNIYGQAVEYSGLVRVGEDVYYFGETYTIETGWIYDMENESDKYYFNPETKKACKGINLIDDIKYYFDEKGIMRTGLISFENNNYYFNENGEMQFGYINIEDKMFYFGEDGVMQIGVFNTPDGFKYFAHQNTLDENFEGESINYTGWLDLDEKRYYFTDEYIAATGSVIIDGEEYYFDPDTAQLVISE
Starred values were filed as active, the others as inactive; & = joins results of further samples. The list is partial; rates above refer to the full screens.

COCC(=O)N1[C@H](C#N)[C@H](c2ccccc2-c2cccc(OC)c2)[C@@H]1CO
  TcdB GH inh = 1.9

O=C(CCN1CCCCC1)NCC[C@@H]1CC[C@@H](NC(=O)Cc2cccnc2)[C@H](CO)O1
  TcdB GH inh = 0.4

O=C(C[C@@H]1CC[C@@H]2[C@H](COC[C@@H](O)CN2C(=O)Nc2ccc(Cl)cc2)O1)NCCc1ccncc1
  TcdB GH inh = 1.0

C[C@H](CO)N1C[C@H](C)[C@H](CN(C)S(=O)(=O)c2ccc(F)cc2)Oc2ccc(NC(=O)CCN3CCOCC3)cc2C1=O
  TcdB GH inh = 0.5

C[C@H]1CN([C@@H](C)CO)C(=O)c2cc(-c3ccccc3F)cnc2O[C@@H]1CN(C)C(=O)NC1CCCC1
  TcdB GH inh = 1.4

CCCC#Cc1ccc([C@H]2[C@H](CO)N3C(=O)CN(S(=O)(=O)Cc4ccccc4)C[C@@H]23)cc1
  TcdB GH inh = 0.6

CC(C)C(=O)Nc1ccc2c(c1)C(=O)N(C)[C@@H]1CC[C@@H](CC(=O)Nc3ccccc3)O[C@H]1CO2
  TcdB GH inh = -0.4

OC[C@@H]1Nc2ccc(C#Cc3ccc(F)cc3)cc2[C@H]2[C@@H]1CCN2Cc1ccc2c(c1)OCO2
  TcdB GH inh = -1.0

C[C@@H]1CCCCO[C@@H](CN(C)CC2CCCCC2)[C@@H](C)CN([C@@H](C)CO)C(=O)c2cc(NC(=O)Cc3ccccc3)ccc2O1
  TcdB GH inh = -0.2

CNC[C@H]1OCCCC[C@H](C)Oc2ccc(NS(=O)(=O)c3ccc(F)cc3)cc2C(=O)N([C@H](C)CO)C[C@@H]1C
  TcdB GH inh = -1.2

C[C@@H]1CN([C@H](C)CO)C(=O)CCCn2nncc2CO[C@@H]1CN(C)CC1CC1
  TcdB GH inh = 0.8

C[C@H]1CN([C@@H](C)CO)C(=O)Cc2cc(NC(=O)Cn3cnnn3)ccc2O[C@H]1CN(C)S(=O)(=O)c1cn(C)cn1
  TcdB GH inh = -0.7

O=C(Nc1cccc(F)c1)N1CCCCN2[C@H](C1)[C@@H](c1ccc(C#Cc3cccnc3)cc1)[C@@H]2CO
  TcdB GH inh = -0.8

COc1ccc(S(=O)(=O)N(C)C[C@H]2Oc3ccc(NC(=O)CCC(F)(F)F)cc3CC(=O)N([C@H](C)CO)C[C@@H]2C)cc1
  TcdB GH inh = -19

O=C(CCN1CCCCC1)NCC[C@@H]1CC[C@H](NC(=O)C2CCC2)[C@H](CO)O1
  TcdB GH inh = -0.2

CC(C)C#Cc1cnc2c(c1)C(=O)N([C@@H](C)CO)C[C@@H](C)[C@@H](CN(C)C(=O)Nc1ccc(F)cc1)O2
  TcdB GH inh = 0.1

CCNC(=O)[C@@H]1[C@@H](CO)[C@@H]2Cn3c(ccc(-c4ccncc4)c3=O)[C@H]1N2CC1CC1
  TcdB GH inh = -2.1

CC(=O)N(C)C[C@@H]1Oc2cc(C#Cc3ccccn3)ccc2S(=O)(=O)N([C@H](C)CO)C[C@H]1C
  TcdB GH inh = 0.5

Cc1ccc(S(=O)(=O)N(C)C[C@@H]2Oc3ncc(C#Cc4ccccc4)cc3C(=O)N([C@H](C)CO)C[C@@H]2C)cc1
  TcdB GH inh = 0.9

CCc1csc(N2[C@H](C#N)[C@@H](c3ccc(-c4cccc(F)c4)cc3)[C@H]2CO)n1
  TcdB GH inh = 0.8

O=C(NC1CCCC1)[C@H]1[C@H](CO)[C@H]2Cn3c(ccc(C4=CCCC4)c3=O)[C@@H]1N2C(=O)c1ccccc1
  TcdB GH inh = 0.3

COc1cccc(Cn2c(C(C)n3c(-c4cnccn4)nc4ccccc43)nc3ccccc32)c1 (configuration not stated)
  TcdB GH inh = 1.7

CCCC#Cc1ccc([C@@H]2[C@@H](CO)N3C(=O)CN(C(=O)Nc4ccccc4F)C[C@H]23)cc1
  TcdB GH inh = 0.1

CCC(=O)N1CCC2(CC1)CN(C(=O)Cc1ccccc1)[C@H](CO)c1c2c2ccc(OC)cc2n1C
  TcdB GH inh = -0.4

Cc1ccc(S(=O)(=O)NCC[C@@H]2CC[C@@H](NC(=O)Nc3ccccc3F)[C@@H](CO)O2)cc1
  TcdB GH inh = 0.9

O=C(Nc1ccc(F)cc1)N1CC(=O)N2[C@H](C1)[C@H](c1ccc(-c3cccc(F)c3)cc1)[C@@H]2CO
  TcdB GH inh = 0.7

C/C=C/c1ccc([C@@H]2[C@@H](CO)N3C(=O)CN(C(=O)Nc4ccc(F)cc4)C[C@@H]23)cc1
  TcdB GH inh = 0.0

Cc1noc(C)c1S(=O)(=O)Nc1ccc2c(c1)C(=O)N([C@@H](C)CO)C[C@@H](C)[C@H](CN(C)C(=O)Nc1ccc(C(F)(F)F)cc1)OCCCC[C@H](C)O2
  TcdB GH inh = -0.3

Cc1noc(C)c1S(=O)(=O)N(C)C[C@H]1Oc2ccc(NC(=O)C3CCCCC3)cc2CC(=O)N([C@H](C)CO)C[C@@H]1C
  TcdB GH inh = 0.0

CCS(=O)(=O)N1CC(=O)N2[C@@H](CO)[C@H](c3ccc(C#CCC(C)C)cc3)[C@@H]2C1
  TcdB GH inh = 1.9

Cc1ccc(S(=O)(=O)Nc2ccc3c(c2)CC(=O)N([C@H](C)CO)C[C@@H](C)[C@H](CN(C)Cc2ccc(Oc4ccccc4)cc2)O3)cc1
  TcdB GH inh = 1.1

COCC(=O)N(C)C[C@H]1Oc2ncc(C#C[C@@H](C)O)cc2C(=O)N([C@H](C)CO)C[C@@H]1C
  TcdB GH inh = 0.1

Cc1csc(-c2nc3ccccc3n2C(C(=O)NC(C)(C)C)c2cc3ccccc3o2)c1 (configuration not stated)
  TcdB GH inh = 1.3

C[C@H]1CN([C@@H](C)CO)C(=O)c2cccc(NC(=O)c3ccncc3)c2O[C@@H]1CN(C)S(=O)(=O)c1cn(C)cn1
  TcdB GH inh = 0.0

C[C@H](CO)N1C[C@H](C)[C@H](CN(C)Cc2ccc(C(F)(F)F)cc2)Oc2c(NS(=O)(=O)c3cn(C)cn3)cccc2C1=O
  TcdB GH inh = 0.6

CO[C@H]1CN(C)C(=O)c2ccc(NC(=O)NC(C)C)cc2OC[C@H](C)N(C(=O)CN(C)C)C[C@H]1C
  TcdB GH inh = 1.0

COc1ccc(C2=Nc3ccccc3N(C(=O)c3ccc(C(F)(F)F)cc3)C2C(=O)Nc2c(C)cccc2C)cc1 (configuration not stated)
  TcdB GH inh = -0.3

CC(C)C#Cc1ccc2c(c1)O[C@@H](CN(C)Cc1ccncc1)[C@H](C)CN([C@H](C)CO)S2(=O)=O
  TcdB GH inh = -0.9

CC(C)c1cc(Cn2c3ccccc3c(=O)n2C(C)Cn2cc(CCCC#N)nn2)on1 (configuration not stated)
  TcdB GH inh = 0.6

O=C(NCc1ccccc1)C1C(c2ccc3c(c2)OCO3)=Nc2ccccc2N1C(=O)c1cccc2ccccc12 (configuration not stated)
  TcdB GH inh = 2.2

COc1ccc([Si](C)(C)[C@H]2[C@H](CCO)O[C@@]3(C(=O)N(Cc4ccccc4)c4ccc(N5CCCCC5=O)cc43)[C@@H]2C)cc1
  TcdB GH inh = 0.7

O=C(NCC[C@H]1CC[C@@H](NC(=O)C2CCCC2)[C@H](CO)O1)Nc1ccc(Cl)cc1
  TcdB GH inh = -0.3

CN(C)C(=O)C[C@H]1C[C@@H]2c3cc(NC(=O)C4CCC4)ccc3O[C@@H]2[C@H](CO)O1
  TcdB GH inh = 2.2

C[C@@H]1CCCCO[C@H](CN(C)C(=O)c2ccncc2)[C@H](C)CN([C@@H](C)CO)C(=O)c2cc(NC(=O)Cc3ccccc3)ccc2O1
  TcdB GH inh = -0.7

CCCCNC(=O)C1C(c2ccc(OC)cc2)=Nc2ccccc2N1C(=O)c1ccc2ncccc2c1 (configuration not stated)
  TcdB GH inh = 0.6

CC(=O)N(C)C[C@H]1Oc2cc(-c3cccc(F)c3)ccc2S(=O)(=O)N([C@@H](C)CO)C[C@H]1C
  TcdB GH inh = 0.3

COc1ccc(S(=O)(=O)Nc2ccc3c(c2)C(=O)N([C@@H](C)CO)C[C@H](C)[C@H](CN(C)Cc2ccncc2)O3)cc1
  TcdB GH inh = -1.1

C[C@@H]1CN([C@@H](C)CO)C(=O)c2cc(NC(=O)Nc3ccc(C(F)(F)F)cc3)ccc2O[C@H]1CN(C)Cc1ccc(C(=O)O)cc1
  TcdB GH inh = -1.3

C[C@@H]1CN([C@@H](C)CO)C(=O)Cc2cc(NC(=O)Nc3ccccc3)ccc2O[C@@H]1CN(C)S(=O)(=O)c1ccc(F)cc1
  TcdB GH inh = 0.4

C[C@@H](O)C#Cc1ccc2c(c1)O[C@@H](CN(C)C(=O)C1CCCCC1)[C@@H](C)CN([C@@H](C)CO)S2(=O)=O
  TcdB GH inh = -1.3

O=C(N[C@H]1CC[C@H](CCNS(=O)(=O)c2ccc(Cl)cc2)O[C@H]1CO)c1cccc(F)c1
  TcdB GH inh = -0.5

COc1ccccc1S(=O)(=O)N[C@@H]1CC[C@@H](CC(=O)NCc2cc(F)cc(F)c2)O[C@H]1CO
  TcdB GH inh = -0.8

O=C(C[C@@H]1CC[C@@H]2[C@H](COC[C@H](O)CN2Cc2cccc(F)c2)O1)NCC1CCCCC1
  TcdB GH inh = -0.3

CC=Cc1ccc2n(c1=O)C[C@H]1[C@H](CO)[C@@H](C(=O)NCc3ccccc3)N(S(C)(=O)=O)[C@@H]21 (mixture of isomers)
  TcdB GH inh = 2.7

O=C(C[C@H]1CC[C@@H](NC(=O)c2ccc3c(c2)OCO3)[C@@H](CO)O1)NCc1ccc(F)cc1
  TcdB GH inh = -2.1

C[C@@H]1CN([C@H](C)CO)C(=O)c2cc(Br)cnc2O[C@H]1CN(C)Cc1ccccc1F
  TcdB GH inh = 0.9&0.0

CN1C(=O)c2cc(NC(=O)Cc3cccs3)ccc2OC[C@H]2O[C@@H](CC(=O)O)CC[C@H]21
  TcdB GH inh = 0.6

CN(C)c1ccc2c(c1)[C@@H]1C[C@@H](CC(=O)NCc3cccc(F)c3)O[C@@H](CO)[C@@H]1O2
  TcdB GH inh = -29

C[C@H]1CN([C@@H](C)CO)C(=O)c2cccc(NC(=O)C3CCOCC3)c2O[C@H]1CN(C)C(=O)Nc1ccc(C(F)(F)F)cc1
  TcdB GH inh = 0.4

CO[C@H](CN(C)S(=O)(=O)c1ccc(F)cc1)[C@H](C)CN([C@H](C)CO)S(=O)(=O)c1cccc(Cl)c1
  TcdB GH inh = -1.7

CCC(=O)N1CCC2(CC1)CN(Cc1nccs1)[C@@H](CO)c1c2c2ccc(OC)cc2n1C
  TcdB GH inh = 0.8

C[C@@H]1CCCCO[C@@H](CN(C)S(=O)(=O)c2cccs2)[C@H](C)CN([C@H](C)CO)C(=O)c2cc(NS(=O)(=O)c3cn(C)cn3)ccc2O1
  TcdB GH inh = 1.6

CNC(=O)C[C@H]1CC[C@@H]2[C@H](COC[C@@H](O)CN2C(=O)c2ccc3c(c2)OCO3)O1
  TcdB GH inh = -0.1

N#C[C@@H]1[C@H](c2ccc(-c3ccc(F)cc3)cc2)[C@@H](CO)N1c1nc(-c2ccccc2)cs1
  TcdB GH inh = -0.2

CN(C)CC(=O)N1CC2(C1)[C@H](c1ccccc1)[C@H](CO)N2C(=O)C1CCCC1
  TcdB GH inh = -0.1

Cc1noc(C)c1S(=O)(=O)N(C)C[C@@H]1OCCCC[C@@H](C)Oc2ccc(NC(=O)NC(C)C)cc2C(=O)N([C@H](C)CO)C[C@H]1C
  TcdB GH inh = -1.2

COCC(=O)Nc1ccc2c(c1)C(=O)N(C)C[C@@H](OC)[C@H](C)CN(Cc1cccc(F)c1)[C@@H](C)CO2
  TcdB GH inh = 0.0

CCCC#Cc1ccc([C@H]2[C@@H](C#N)N(C(=O)CN3CCOCC3)[C@@H]2CO)cc1
  TcdB GH inh = 1.1

C[C@H](CO)N1C[C@H](C)[C@@H](CN(C)CC2CCCC2)Oc2ncc(C#Cc3cccc(F)c3)cc2C1=O
  TcdB GH inh = -0.5

CN(C)C(=O)c1ccc(-c2ccc3c(c2)[C@H]2[C@H](CCN2C(=O)c2cnccn2)[C@@H](CO)N3)cc1
  TcdB GH inh = 0.1

COc1ccccc1NC(=O)N1C[C@@H](C)[C@H](OC)CN(C)C(=O)c2ccc(NC(=O)c3cc(C)on3)cc2OC[C@H]1C
  TcdB GH inh = -1.2

CO[C@H]1CN(C)C(=O)c2ccc(NC(C)=O)cc2OC[C@H](C)N(S(=O)(=O)c2cn(C)cn2)C[C@H]1C
  TcdB GH inh = -0.6

O=C(Cc1ccccn1)N1CCCCN2[C@H](CO)[C@@H](c3ccc(-c4ccccc4F)cc3)[C@@H]2C1
  TcdB GH inh = 0.1

COc1ccc(S(=O)(=O)N(C)C[C@H]2Oc3c(NS(=O)(=O)c4ccc(C)cc4)cccc3C(=O)N([C@H](C)CO)C[C@@H]2C)cc1
  TcdB GH inh = -0.2

O=C(c1cnccn1)N1CC(=O)N2[C@H](CO)[C@H](c3ccc(/C=C/c4ccccc4)cc3)[C@@H]2C1
  TcdB GH inh = -0.7

C[C@@H]1CCCCO[C@@H](CN(C)Cc2ccc3c(c2)OCO3)[C@@H](C)CN([C@H](C)CO)C(=O)c2cc(NC(=O)c3ccccc3)ccc2O1
  TcdB GH inh = 0.9

Cc1cccc(S(=O)(=O)N2[C@@H]3c4cccc(=O)n4C[C@H]2[C@H](CO)[C@H]3C(=O)NC2CCC2)c1
  TcdB GH inh = 0.5

CCCC#Cc1ccc([C@H]2[C@H](C#N)N(C(=O)C3CCC3)[C@H]2CO)cc1
  TcdB GH inh = -1.7

O=C(C[C@@H]1CC[C@H](NC(=O)c2ccc3c(c2)OCO3)[C@H](CO)O1)NCc1ccc(Cl)cc1
  TcdB GH inh = 0.2

Cc1ccc(CN(C)C[C@@H]2OCc3cnnn3CCCC(=O)N([C@H](C)CO)C[C@@H]2C)cc1
  TcdB GH inh = -1.1

O=c1[nH]nc2c3ccccc3occ1-2
  TcdB GH inh = 0.8

Three entries from above, comma-delimited.
Compound,TcdB GH inh
CCCC#Cc1ccc([C@H]2[C@H](C#N)N(C(=O)C3CCC3)[C@H]2CO)cc1,-1.7
O=C(C[C@@H]1CC[C@H](NC(=O)c2ccc3c(c2)OCO3)[C@H](CO)O1)NCc1ccc(Cl)cc1,0.2
Cc1ccc(CN(C)C[C@@H]2OCc3cnnn3CCCC(=O)N([C@H](C)CO)C[C@@H]2C)cc1,-1.1

High-throughput results from PubChem.
